# anti-Giardia: anti-Giardia activity of synthetic compounds – Compounds Australia Scaffold Library subset, 24/48 h, primary screen (AID 1794835). actives 2% (n = 2,500). inhibition, % at 10 µM. active compounds read high; in the data active = inhibition mostly above about 45%, no sharp cut-off; inactive = mostly below about 37%;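 note: 0% = parasite counts in DMSO vehicle wells; trophozoite growth inhibition read by imaging counts at 24 h; calls made by hand needing about 50% inhibition in two separate runs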
# Active calls of the source: *; i = inactive. Only part of the results is shown; rates above refer to the full screens.
1	CC1(C(=O)NCc2ccccc2)Cn2c(ccc2-c2ccco2)C(=O)N1CCc1ccco1 (stereo unspecified)
- anti-Giardia: i

2	COc1cc(-c2noc(-c3cc(-c4ccco4)n[nH]3)n2)cc(OC)c1OC
- anti-Giardia: 2.3

3	O=C(c1cc(-c2cccnc2)n[nH]1)N1CCCC1
- anti-Giardia: 13.7

4	CC(C)CN1CC(C(=O)N2CCC(Nc3cccnn3)CC2)CC1=O (stereo unspecified)
- anti-Giardia: i

5	CCn1cc(C2OCCC2CNC/C=C/c2ccccc2OC)cn1 (stereo unspecified)
- anti-Giardia: 28.6

6	CCS(=O)(=O)c1nc2ccc(NS(=O)(=O)c3ccc4c(c3)OCCO4)cc2s1
- anti-Giardia: i

7	Cc1ccc(CNS(=O)(=O)c2cc3n(c2)CCCNC3=O)cc1
- anti-Giardia: i

8	CCOC1CC(NC(=O)Nc2nccs2)C12CCC2 (stereo unspecified)
- anti-Giardia: i

9	O=C(c1ccc(-c2ccnc(N3CCCC3)n2)cc1)N(Cc1ccccc1)Cc1ccco1
- anti-Giardia: i

10	O=C(NC1CC1)c1cnn2c(-c3ccccn3)ccnc12
- anti-Giardia: i

11	Cc1ncsc1C(=O)NCCN1CCN(C)CC1c1ccccc1 (stereo unspecified)
- anti-Giardia: i

12	Cc1ccc(NC(=O)Cn2c(C)cc(C)c(-c3nc(-c4ccc5c(c4)OCO5)no3)c2=O)cc1
- anti-Giardia: 3.6

13	Cc1ccsc1CCNC(=O)c1cnn2c(=O)c3c(n(C)c12)CCN(Cc1ccccc1)C3
- anti-Giardia: 17.0

14	CC(C)c1nnc2n1CCN(C(=O)c1ccc(NC3CC3)nc1)C2
- anti-Giardia: i

15	CN(CCc1ccccn1)C(=O)c1cc2nc(-c3ccc(Cl)cc3)cc(C(F)(F)F)n2n1
- anti-Giardia: i

16	COc1ccc(NC(=O)Cc2nc(-c3ccc(OC)cc3)no2)cc1
- anti-Giardia: i

17	Cc1cc2c(cc1C)N(CC(=O)N1CCC(Cc3ccccc3)CC1)C(=O)C1CCCC1=N2 (stereo unspecified)
- anti-Giardia: i

18	COc1ccc(CNC(=O)c2ccc(S(=O)(=O)N3CCC(C)CC3)s2)cc1
- anti-Giardia: i

19	O=C(NCc1csc(-c2cccs2)n1)[C@H]1CCCN1C(=O)NCCc1ccccc1
- anti-Giardia: i

20	CCN1CCN(S(=O)(=O)c2ccc(OC)cc2)c2cccnc21
- anti-Giardia: i

21	Cc1ccc(C(=O)N2CCN(S(=O)(=O)c3c(C)nn(C(C)C)c3C)CC2)cc1
- anti-Giardia: i

22	Brc1ccc(-c2nc(-c3ccc4c(c3)ncn4C3CCCC3)no2)o1
- anti-Giardia: i

23	Cc1ccc(NC(=O)c2cc3c(Cl)ccc4c3n2CCO4)cc1
- anti-Giardia: 49.3*

24	CC1(C)C(NC(=O)Nc2ccc([N+](=O)[O-])cc2)C2CCCOC21 (stereo unspecified)
- anti-Giardia: 16.3

25	CCNc1cc(C)nc(N2CCN(C(=O)c3cc(Cl)ccc3OC)CC2)n1
- anti-Giardia: i

26	COc1ccccc1CNC(=O)CCN1C(=O)c2ccccc2C1=O
- anti-Giardia: 30.7

27	CC(C)CC(CNC(=O)CN1C(=O)NC(C)(C2CC2)C1=O)N1CCOCC1 (stereo unspecified)
- anti-Giardia: i

28	CCOC(=O)CCNC(=O)N1CCc2c(nc3cc(-c4ccccc4Cl)[nH]n3c2=O)C1
- anti-Giardia: 13.6

29	O=[N+]([O-])c1ncn(Cc2nc(-c3ccc(C(F)(F)F)cc3)no2)n1
- anti-Giardia: 16.5

30	O=S1(=O)CCC(n2cc(-c3cnn(-c4ccccc4)c3)cn2)C1 (stereo unspecified)
- anti-Giardia: 66.2*

# In the list so far, 18 have four or more nitrogen atoms:
2	COc1cc(-c2noc(-c3cc(-c4ccco4)n[nH]3)n2)cc(OC)c1OC
- anti-Giardia: 2.3

3	O=C(c1cc(-c2cccnc2)n[nH]1)N1CCCC1
- anti-Giardia: 13.7

4	CC(C)CN1CC(C(=O)N2CCC(Nc3cccnn3)CC2)CC1=O (stereo unspecified)
- anti-Giardia: i

9	O=C(c1ccc(-c2ccnc(N3CCCC3)n2)cc1)N(Cc1ccccc1)Cc1ccco1
- anti-Giardia: i

10	O=C(NC1CC1)c1cnn2c(-c3ccccn3)ccnc12
- anti-Giardia: i

11	Cc1ncsc1C(=O)NCCN1CCN(C)CC1c1ccccc1 (stereo unspecified)
- anti-Giardia: i

12	Cc1ccc(NC(=O)Cn2c(C)cc(C)c(-c3nc(-c4ccc5c(c4)OCO5)no3)c2=O)cc1
- anti-Giardia: 3.6

13	Cc1ccsc1CCNC(=O)c1cnn2c(=O)c3c(n(C)c12)CCN(Cc1ccccc1)C3
- anti-Giardia: 17.0

14	CC(C)c1nnc2n1CCN(C(=O)c1ccc(NC3CC3)nc1)C2
- anti-Giardia: i

15	CN(CCc1ccccn1)C(=O)c1cc2nc(-c3ccc(Cl)cc3)cc(C(F)(F)F)n2n1
- anti-Giardia: i

19	O=C(NCc1csc(-c2cccs2)n1)[C@H]1CCCN1C(=O)NCCc1ccccc1
- anti-Giardia: i

21	Cc1ccc(C(=O)N2CCN(S(=O)(=O)c3c(C)nn(C(C)C)c3C)CC2)cc1
- anti-Giardia: i

22	Brc1ccc(-c2nc(-c3ccc4c(c3)ncn4C3CCCC3)no2)o1
- anti-Giardia: i

25	CCNc1cc(C)nc(N2CCN(C(=O)c3cc(Cl)ccc3OC)CC2)n1
- anti-Giardia: i

27	CC(C)CC(CNC(=O)CN1C(=O)NC(C)(C2CC2)C1=O)N1CCOCC1 (stereo unspecified)
- anti-Giardia: i

28	CCOC(=O)CCNC(=O)N1CCc2c(nc3cc(-c4ccccc4Cl)[nH]n3c2=O)C1
- anti-Giardia: 13.6

29	O=[N+]([O-])c1ncn(Cc2nc(-c3ccc(C(F)(F)F)cc3)no2)n1
- anti-Giardia: 16.5

30	O=S1(=O)CCC(n2cc(-c3cnn(-c4ccccc4)c3)cn2)C1 (stereo unspecified)
- anti-Giardia: 66.2*

# Other compounds
31	Cc1cc(C(=O)N2CCCN(c3cccnn3)CC2)c(C)n1C(C)C
- anti-Giardia: i

32	COc1ccnc(N2CCCN(C(=O)C3CC(=O)N(C)C3)CC2)n1 (stereo unspecified)
- anti-Giardia: i

33	Cn1c(=O)[nH]c(=O)c2c1nc(N1CCNCC1)n2Cc1ccc(Br)cc1
- anti-Giardia: i

34	Cc1cccc(CNS(=O)(=O)c2cc(-c3csc(C)n3)sc2C)c1
- anti-Giardia: 63.6*

35	CCN1c2cc(Cl)ccc2C(=O)NC12CCN(C(=O)Nc1ccc3c(c1)OCO3)CC2
- anti-Giardia: 8.9

36	CC(=O)c1c(C)[nH]c(C(=O)N2CCCC2c2ncc(-c3cccc(C(F)(F)F)c3)[nH]2)c1C (stereo unspecified)
- anti-Giardia: 17.0

37	CCCn1ccc2sc(C)c(C(=O)NC3CCCCC3)c2c1=O
- anti-Giardia: 16.0

38	CCN1CCN(C(=O)c2nc(C)n(-c3ccccc3C(C)C)n2)CC1
- anti-Giardia: i

39	c1ncc2c(n1)CN(Cc1csc(C3CCCCC3)n1)CC2
- anti-Giardia: i

40	Cc1ccc(CN2CCN(C(=O)C3CCC3)c3cccnc32)cc1
- anti-Giardia: 4.2

41	NCCCCCN1CCCN(c2nc3ccccc3[nH]2)CC1
- anti-Giardia: i

42	COc1ccc(S(=O)(=O)N2CCCC(C)(C(=O)NCc3ccc(F)cc3)C2)cc1 (stereo unspecified)
- anti-Giardia: 8.4

43	Cc1ccc(C)c(N2CCN(C(=O)c3noc4ncn(C)c(=O)c34)CC2)c1
- anti-Giardia: i

44	Cc1sc2ccn(CC(C)C)c(=O)c2c1C(=O)NCCN1CCCCC1
- anti-Giardia: 23.1

45	COc1ccc(C2CC(c3cc(Cl)ccc3O)=NC3(CCN(C(C)=O)CC3)N2)cc1OC (stereo unspecified)
- anti-Giardia: i

46	CC(C)(C)c1nc(CN2CCCN(C(=O)CCCNC(=O)NC3CCCCC3)CC2)no1
- anti-Giardia: 11.6

47	O=C(Cn1cnc([N+](=O)[O-])n1)NCCc1ccccc1
- anti-Giardia: 33.8

48	COc1c(C2CCCN2C(=O)c2c(C)noc2C(C)C)c(C)nn1C (stereo unspecified)
- anti-Giardia: i

49	CC(C)(C)C(=O)N1CCC(C(=O)N2CC=C(c3ccc(F)cc3)CC2)CC1
- anti-Giardia: i

50	CCc1ccc(-n2c(CN3CCN(S(C)(=O)=O)CC3)nc3cccnc32)cc1
- anti-Giardia: 7.0

51	O=C(NCCCN1CCN(c2ccccc2)CC1)c1noc2c1CCCCC2
- anti-Giardia: 9.7

52	CCS(=O)(=O)c1ncc(N(Cc2ccco2)Cc2ccccc2F)c(C(=O)Nc2ccccc2)n1
- anti-Giardia: 17.4

53	CCCNC(=O)Cn1cccc1-c1nc(-c2ccc(Cl)cc2)cs1
- anti-Giardia: 24.8

54	CCOCCCNC(=O)Cn1c(=O)c2cccn2c2cccnc21
- anti-Giardia: i

55	Cc1ccc(-c2cc(C(=O)N3CC(C)CC(C)C3)c3ccccc3n2)o1 (stereo unspecified)
- anti-Giardia: 7.2

56	O=c1c(Cl)c(Cl)cnn1Cc1nc(-c2ccsc2)no1
- anti-Giardia: i

57	O=C(NCc1ccc(Cl)cc1)c1cn(-c2cccc(F)c2)nn1
- anti-Giardia: i

58	Cc1nc(N2CCCCC2)c2c(C)c(C(=O)N3CCOCC3)sc2n1
- anti-Giardia: i

59	O=C(CN1C(=O)C2CCCN2C1=O)Nc1ccccc1Oc1ccccc1 (stereo unspecified)
- anti-Giardia: i

60	O=C(Cn1cnc2c(cnn2-c2ccccc2)c1=O)OCc1ccccc1
- anti-Giardia: i

61	O=C(NCCC(=O)N1CCCCC1CN1CCOCC1)c1ccco1 (stereo unspecified)
- anti-Giardia: i

62	O=c1[nH]c(CN2CCCCC2)nc2scc(-c3cccs3)c12
- anti-Giardia: i

63	CCn1cc(CN2CCC(OCc3nc(C4CC4)no3)CC2)cn1
- anti-Giardia: i

64	Cc1ccc([N+](=O)[O-])cc1N1CC(O)=C(c2nc3ccccc3[nH]2)C1=N
- anti-Giardia: 21.1

65	CCn1c(SCCCCN)nc2scc(-c3ccco3)c2c1=O
- anti-Giardia: i

66	CN1CCC(N2CCN(C(=O)CCc3nc4ccccc4[nH]3)CC2)C1=O (stereo unspecified)
- anti-Giardia: i

67	COc1cccc(CNC(=O)Cn2ccc3sccc3c2=O)c1
- anti-Giardia: 6.6

68	Cn1ccnc1CN1CCC(C(=O)NC(c2ccccc2)C2CC2)CC1 (stereo unspecified)
- anti-Giardia: i

69	CN1C(=O)CC[C@]2(C(=O)NCc3ccco3)CCCC[C@@H]12
- anti-Giardia: i

70	COc1ccccc1-c1cc(C(=O)Nc2sc(Nc3ccccc3)nc2C(N)=O)[nH]n1
- anti-Giardia: 11.1

71	CCOC(=O)Cn1c(=O)n(-c2ccccc2)c(=O)c2cc3c(nc21)CC(C)(C)OC3
- anti-Giardia: 18.7

72	CCn1c(CN2Cc3ccccc3C[C@H]2C(N)=O)nc2cc(S(=O)(=O)N3CCCCC3)ccc21
- anti-Giardia: 10.0

73	CNC(=O)Cc1noc(-c2cccc(-n3cccn3)n2)n1
- anti-Giardia: 4.9

74	CCCC1(CCC)NC(=O)N(Cc2nc(N)nc(Nc3ccc(C)cc3)n2)C1=O
- anti-Giardia: i

75	Cc1ccc(S(=O)(=O)N2CCCN(C(C)c3nc(N)nc(N(C)C)n3)CC2)cc1 (stereo unspecified)
- anti-Giardia: i

76	COc1ccc(O)c(C(=O)c2cnn(C(=S)Nc3ccccc3)c2N)c1
- anti-Giardia: i

77	CCc1ncc2c(n1)CN(Cc1nc(-c3ccco3)oc1C)CC2
- anti-Giardia: i

78	Cc1ccc(S(=O)(=O)N2CCC[C@H]2C(=O)N2CCN(CC(=O)Nc3cccc(C)c3C)CC2)cc1
- anti-Giardia: 7.6

79	O=c1c(Br)c(N2CCCCC2)cnn1-c1ccccc1
- anti-Giardia: 8.1

80	O=C(CS(=O)(=O)c1ccc2c(c1)S(=O)(=O)N=CN2)Nc1ccccc1
- anti-Giardia: 15.6

81	CCCCCC(=O)N1CCC(c2nc(-c3ccncc3)cs2)CC1
- anti-Giardia: i

82	COc1ccccc1NC(=O)c1ccc(CN2CC(=O)N3CCCC3C2=O)cc1 (stereo unspecified)
- anti-Giardia: i

# High-throughput results as filed in PubChem.
